# pPAFAH FP inh: inhibitors of human plasma PAF acetylhydrolase (pPAFAH) | Q13093 | recombinant pPAFAH, FP-rhodamine probe fluorescence polarization | inhibition, % at 3.39 µM | 330,000 tested, 1.5% active | AID 463082;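 active means inhibition above the mean inhibition across the screen plus 3 SD, cut at about 25% in these data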;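 further: inhibitors block binding of the rhodamine activity-based probe so polarization drops; 0% = enzyme with DMSO and 100% = wells lacking pPAFAH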
# Target sequence (Q13093 whole entry, looked up): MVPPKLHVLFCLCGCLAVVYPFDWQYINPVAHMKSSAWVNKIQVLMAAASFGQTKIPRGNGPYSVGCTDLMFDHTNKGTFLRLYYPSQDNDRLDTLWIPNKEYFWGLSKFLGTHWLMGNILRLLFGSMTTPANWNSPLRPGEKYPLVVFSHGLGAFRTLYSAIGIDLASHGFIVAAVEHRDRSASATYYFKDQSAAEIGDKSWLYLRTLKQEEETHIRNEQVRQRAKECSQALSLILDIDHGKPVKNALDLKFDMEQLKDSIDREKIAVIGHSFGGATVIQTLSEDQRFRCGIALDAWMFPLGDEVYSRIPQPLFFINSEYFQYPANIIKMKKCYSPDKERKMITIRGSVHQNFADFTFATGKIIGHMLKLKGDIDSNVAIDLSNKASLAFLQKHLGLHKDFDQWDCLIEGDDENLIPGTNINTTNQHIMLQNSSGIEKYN
# GSTO1 inh: blocks human GSTO1 in RBBP9 counter-screen; 300,000 tested, 1.1% active; P78417; recombinant GSTO1, activity-based probe fluorescence polarization; inhibition, % at 5.96 µM;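 active means inhibition above the campaign mean inhibition plus 3 SD, cut at about 35% in these data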;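 further: 0% = GSTO1-1 with DMSO and 100% = wells lacking GSTO1-1 enzyme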
# LYPLA1 counter: blocks human lysophospholipase 1, a PME1 counter-screen | O75608 | inhibition, % at 5.9 µM | 320,000 tested, 0.16% active | recombinant LYPLA1, FP-Rh probe fluorescence polarization | AID 2174;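 active means inhibition above the mean of all tested compounds plus 3 SD, set per campaign, cut at about 14% in these data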;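 further: inhibitors block serine hydrolase probe labeling of LYPLA1 so polarization falls; 0% = enzyme with DMSO and 100% = wells lacking LYPLA1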
# Target sequence (O75608 whole entry, looked up): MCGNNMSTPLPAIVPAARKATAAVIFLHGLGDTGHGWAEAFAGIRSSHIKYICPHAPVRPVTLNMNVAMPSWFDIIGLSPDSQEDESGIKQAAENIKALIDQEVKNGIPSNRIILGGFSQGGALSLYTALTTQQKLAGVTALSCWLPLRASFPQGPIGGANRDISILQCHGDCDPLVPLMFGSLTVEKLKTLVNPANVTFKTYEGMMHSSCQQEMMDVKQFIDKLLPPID
# PAD4 inh: PAD4 (human) enzyme inhibition | AID 485272 | inhibition, % at 6.36 µM | 330,000 tested, 0.41% active | recombinant PAD4, RCA probe fluorescence polarization;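 active means percent inhibition above a cutoff equal to the mean of all tested compounds plus 3 SD, cut at about 15% in these data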;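 further: 0% = PAD4 with RCA probe and DMSO and 100% = probe without PAD4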
# PME-1 primary: blocks human protein phosphatase methylesterase 1. AID 2130. recombinant PME-1, FP-Rh probe fluorescence polarization. inhibition, % at 5.9 µM. 320,000 tested, 0.53% active;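 active means inhibition above the campaign mean of all compounds plus 3 SD, cut at about 26% in these data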;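 further: competitive labeling of PME-1 active site by serine hydrolase directed probe; 0% = PME-1 with DMSO and 100% = wells lacking PME-1 enzyme; inhibitors block probe labeling so polarization falls and inhibition rises; many of its hits are not listed in these tables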
# PAFAH2 inh: inhibitors of human PAFAH2. 340,000 tested, 0.99% active. inhibition, % at 3.39 µM. Q99487. AID 492956. recombinant PAFAH2, FP-rhodamine activity probe, fluorescence polarization;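 active means inhibition above the mean over all tested compounds plus 3 SD, cut at about 30% in these data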;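 further: inhibitors block probe labeling of enzyme so polarization drops; 0% = enzyme with DMSO and 100% = wells lacking PAFAH2 protein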
# PAFAH1B2 inh: PAFAH1B2 (human) inhibition. AID 492953. P68402. recombinant PAFAH1B2, FP-rhodamine activity probe, fluorescence polarization. 340,000 tested, 1.2% active. inhibition, % at 3.39 µM;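 active means inhibition above the mean of all tested compounds plus 3 SD, cut at about 24% in these data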;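 further: 0% = enzyme with DMSO and 100% = wells lacking PAFAH1B2; many of its hits are not listed in these tables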
# Target sequence (P68402 whole entry, looked up): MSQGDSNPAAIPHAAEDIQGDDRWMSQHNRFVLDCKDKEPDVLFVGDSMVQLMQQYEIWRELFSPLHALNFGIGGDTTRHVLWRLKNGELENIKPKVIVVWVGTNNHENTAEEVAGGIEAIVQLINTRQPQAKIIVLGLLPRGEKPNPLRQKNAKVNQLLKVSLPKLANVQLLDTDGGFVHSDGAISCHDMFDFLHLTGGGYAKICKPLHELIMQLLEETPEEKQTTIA
# Fam108B inh: counter-screen for RBBP9 inhibitors: inhibitors of mouse Fam108B; recombinant Fam108B, FP-Rh probe fluorescence polarization; inhibition, % at 9.51 µM; 300,000 tested, 0.33% active; AID 1947;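 active means inhibition above the screen mean inhibition plus 3 SD, computed separately per campaign, cut at about 18% in these data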;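 further: inhibitors lower polarization as less probe binds the enzyme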
# PAFAH1B3 inh: blocks human PAF acetylhydrolase 1B catalytic subunit 3. Q15102. recombinant PAFAH1B3, FP-rhodamine probe, fluorescence polarization. inhibition, % at 3.39 µM. 340,000 tested, 0.28% active;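 active means inhibition above the screen-wide average of all tested compounds plus 3 SD, cut at about 25% in these data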;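 further: 0% = enzyme with DMSO only and 100% = wells lacking PAFAH1B3 protein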
# * = called active by the depositor; / = not tested or not shown; & = joins results of further samples. Not all compounds are listed; count on the stated rates, not on these rows.
cpd	SMILES	pPAFAH FP inh	GSTO1 inh	LYPLA1 counter	PAD4 inh	PME-1 primary	PAFAH2 inh	PAFAH1B2 inh	Fam108B inh	PAFAH1B3 inh
1	Cc1ccc2nsnc2c1S(=O)(=O)N1CCOCC1	0	2	1	3	0	-4	1	3	6
2	COc1cccc(CNc2cccc3cccnc23)c1O	13	26	-2	-3	8	16	7	2	4
3	CCN1C(=O)[C@H]2[C@@H](c3ccc(-c4ccc(Cl)c(Cl)c4)c(OC)c3)N3CCCC[C@@]3(C(=O)OC)[C@H]2C1=O	4	/	/	4	/	1	-1	/	3
4	CCN(C(=O)/C=C/c1ccccc1)C1CCCCC1	4	2	1	3	3	9	6	-1	3
5	CC(=O)c1cccc(NC(=O)c2c(-c3c(F)cccc3Cl)noc2C)c1	-1	/	0	-2	-2	0	-1	/	-4
6	O=C(Cc1c(F)cccc1Cl)c1ccc(O)cc1O	1	2	0	-2	-2	7	4	-1	4
7	COc1ccccc1-n1c(CNC(=O)c2cccc([N+](=O)[O-])c2C)n[nH]c1=S	4	5	4	-4	4	2	5	0	10
8	COc1ccc(C)cc1NC(=O)C1CCN(C(=O)Cc2ccccc2)CC1	-4	-6	0	-4	7	5	4	1	2
9	COc1cc(N2CCCC2)c(OC)cc1/C=C1/NC(=S)NC1=O	1	1	-5	-21	-21	-9	-14	-11	-14
10	COc1ccc(C)cc1S(=O)(=O)n1ccnc1C	0	-9	-3	-1	-2	-6	2	-2	2
11	Cn1c(NCc2c(O)ccc3ccccc23)nc2ccccc21	24	1	-3	0	17	0	0	11	17
12	CCC(C)NCCCOc1cc(Cl)ccc1Cl (centres undefined)	6	4	0	6	-1	3	1	-4	9
13	CCNC(=S)Nc1ccc2ncoc2c1	6	4	2	-4	-3	4	6	-3	4
14	COc1ccccc1CNC(=O)C(=O)c1cn(CC(=O)N2CCOCC2)c2ccccc12	1	1	2	-1	1	2	2	3	10
15	C=CC[C@H](CC(=O)NCCO)C(=O)N[C@@H](C)COC(=O)[C@H](CC=C)CC(=O)OC(C)(C)C	5	/	/	1	/	8	2	/	5
16	CCOC(=O)CN(C(=O)COC(=O)C1(c2ccccc2)CC1)c1ccc(F)cc1	-2	0	3	-1	-8	-1	10	1	10
17	Cc1c(C)c2cc3c4c(oc3c(C)c2oc1=O)CCCC4	1	-3	-4	-1	-8	7	0	-2	8
18	Cc1nn(C)c(C)c1CN(C(=O)CCc1nnc(Cc2c[nH]c3ccccc23)o1)C(C)C	0	4	4	1	-8	-4	-2	-1	4
19	CC(C)n1ncc2c(C(=O)N3CCN(Cc4ccc(Br)s4)CC3)cc(C3CC3)nc21	0	/	0	2	0	-7	2	/	6
20	COc1cc(/C=C/C(=O)OCc2c(C)noc2C)ccc1OC(F)F	13	2	2	1	-1	1	0	-3	6

# Structures shown so far with a halogen:
cpd	SMILES	pPAFAH FP inh	GSTO1 inh	LYPLA1 counter	PAD4 inh	PME-1 primary	PAFAH2 inh	PAFAH1B2 inh	Fam108B inh	PAFAH1B3 inh
3	CCN1C(=O)[C@H]2[C@@H](c3ccc(-c4ccc(Cl)c(Cl)c4)c(OC)c3)N3CCCC[C@@]3(C(=O)OC)[C@H]2C1=O	4	/	/	4	/	1	-1	/	3
5	CC(=O)c1cccc(NC(=O)c2c(-c3c(F)cccc3Cl)noc2C)c1	-1	/	0	-2	-2	0	-1	/	-4
6	O=C(Cc1c(F)cccc1Cl)c1ccc(O)cc1O	1	2	0	-2	-2	7	4	-1	4
12	CCC(C)NCCCOc1cc(Cl)ccc1Cl (centres undefined)	6	4	0	6	-1	3	1	-4	9
16	CCOC(=O)CN(C(=O)COC(=O)C1(c2ccccc2)CC1)c1ccc(F)cc1	-2	0	3	-1	-8	-1	10	1	10
19	CC(C)n1ncc2c(C(=O)N3CCN(Cc4ccc(Br)s4)CC3)cc(C3CC3)nc21	0	/	0	2	0	-7	2	/	6
20	COc1cc(/C=C/C(=O)OCc2c(C)noc2C)ccc1OC(F)F	13	2	2	1	-1	1	0	-3	6

# Other entries follow.
cpd	SMILES	pPAFAH FP inh	GSTO1 inh	LYPLA1 counter	PAD4 inh	PME-1 primary	PAFAH2 inh	PAFAH1B2 inh	Fam108B inh	PAFAH1B3 inh
21	COc1ccccc1N(C)S(=O)(=O)c1ccc(C(=O)Nc2ncc(C)s2)cc1	2	/	-2	1	0	2	4	/	13
22	CC(C)(C)N(Cc1ccccc1)C(=O)COC(=O)C1CC1	2	/	/	3	/	6	1	/	8
23	COc1ccc(CCNC(=O)CCCC(=O)n2nc(C)c3ccccc32)cc1OC	1	-4	1	2	3	-6	-2	3	5
24	O=C1CCCC(=O)N1c1ccc(N2CCOCC2)c([N+](=O)[O-])c1	-12	-11	-2	6	-6	-1	0	-4	3
25	CN(C)CCCN(C(=O)COc1ccccc1)c1nc2ccc(F)cc2s1	2	8	-4	-5	-4	-1	6	5	8
26	CCS(=O)(=O)c1ccc(-c2cccc(NC(=O)COc3ccc(Cl)cc3)c2)nn1	1	1	2	-1	-3	-1	-4	0	9
27	CC(=O)N=c1sccn1CC(=O)c1ccc([N+](=O)[O-])cc1	0	0	-1	2	-2	-3	6	-2	4
28	NC(=S)N/N=C/c1c[nH]c2ccc(OCc3ccccc3)cc12	15	-3	1	2	17	0	6	16	6
29	CCCCCCCCCCn1cc(C(C)=O)c(=O)[nH]c1=O	6	4	4	0	-3	-9	5	7	3
30	Cc1ccc(NC(=O)CCSc2ccccc2)c(C)c1	-3	5	-1	-2	4	-4	2	1	11
31	O=C(CNC(c1ccccc1)c1ccccc1)Nc1c(F)cccc1F	89*	3	1	4	-7	4	5	3	13
32	CCCCOc1ccc(/C=C/C(=O)NC2=Nc3ccccc3NC(C)=C2C(=O)OCC)cc1OC	-2	4	-4	1	-5	-13	-6	-9	-5
33	CSCCC(NC(=O)COc1ccccc1)C(=O)N1CCCCC1 (centres undefined)	0	1	0	-2	0	4	1	1	7
34	O=C(CCc1ccc(Oc2cc([N+](=O)[O-])cc([N+](=O)[O-])c2)cc1)N1CCCCC1	8	-6	0	1	11	5	5	-1	2
35	CCC(=O)OCC(=O)Nc1ccc2c(c1)OCO2	0	3	1	-2	1	9	2	-1	4
36	CS(=O)(=O)N(CC(=O)NCc1ccncc1)c1ccc(Cl)c(Cl)c1	0	4	0	0	1	0	12	-2	10
37	COC(=O)c1sc(NC(=O)CC(C)C)c(C(=O)OC)c1C	4	0	1	2	0	-4	-2	0	4
38	Cc1sc(NC(=O)CSc2nnnn2C2CCCC2)c(C#N)c1C	4	0	-3	2	1	4	2	9	-4
39	O=C(CSc1nnnn1-c1ccc(O)cc1)Nc1cccc(S(=O)(=O)N2CCCC2)c1	-1	4	-10	1	7	-2	-2	-1	2
40	Cc1ccc(N(CC(=O)NCc2ccc(F)cc2)C(=O)c2csnn2)cc1C	-5	5	-2	3	4	9	4	2	6

# Next section
# Each structure is followed by: pPAFAH FP inh	GSTO1 inh	LYPLA1 counter	PAD4 inh	PME-1 primary	PAFAH2 inh	PAFAH1B2 inh	Fam108B inh	PAFAH1B3 inh
[41] O=C(Nc1ncccc1Cl)C(Sc1ccccc1)c1ccccc1 (centres undefined)
→ 6	2	4	5	-3	0	7	2	3
[42] COc1ccc(-n2nc(C(=O)NCCCN3CCOCC3)c3ccccc3c2=O)c(OC)c1
→ 2	6	-5	-5	1	3	4	3	7
[43] COC(=O)c1cc(OC)c(OC)cc1NC(=O)c1cccc(OC)c1OC
→ 5	1	-2	3	-2	10	3	-2	6
[44] CC(C)[C@H](NC(=O)NCc1cccs1)C(=O)O
→ 2	0	1	1	-1	6	3	1	7
[45] O=C(CNCc1ccco1)Nc1ccc(N2CCCCCC2)cc1
→ 12	4	-1	-3	-2	-9	12	-1	5
[46] O=C1NN(c2ccc(F)cc2)C(=O)/C1=C/c1cccs1
→ 1	5	0	0	3	1	5	-3	5
[47] O=C(Cn1c(=O)n(-c2ccccc2)c(=O)c2sccc21)NCc1ccccc1
→ 4	1	3	3	-2	-1	3	0	6
[48] CCOc1ccc(C(=O)N2CCN(Cc3ccccc3)CC2)cc1
→ -2	-3	-1	1	-9	4	5	0	-2
[49] Cc1cc(NC(=O)CSc2nc3ccccc3[nH]2)n(-c2ccccc2)n1
→ 1	7	-1	-2	-48	/	/	-4	/
[50] Cc1nn(Cc2ccc(C(=O)Nc3nc4c(C)cccc4s3)o2)c(C)c1Br
→ 0	-10	-17	2	-6	-33	-2	-32	-7
[51] CC(=O)Nc1ccc(C(=O)N/N=C/c2cc(Br)cc(Br)c2O)cc1
→ 12	-8	-9	6	-2	9	5	7	6
[52] Cc1ccc(S(=O)(=O)Nc2ccc(N(C)S(=O)(=O)c3ccc(C)cc3)cc2)cc1
→ 10	10	-5	1	-3	3	22	-2	1
[53] CC(=O)c1ccc(Oc2cnccn2)cc1
→ 5	-4	5	-4	-2	3	-1	3	4
[54] O=C(CSc1n[nH]c(-c2ccccc2)n1)Nc1ccc(Br)cn1
→ 4	-5	-3	-3	2	-7	11	0	-2
[55] CCOc1cc(Br)ccc1S(=O)(=O)NCc1ccccc1
→ 1	-2	2	-8	5	2	4	2	-2
[56] Cc1cc(Cl)c2oc(C(=O)N(CCO)Cc3ccccc3)c(C)c2c1
→ 2	2	-2	1	-2	-4	4	-5	-4
[57] CCCCNc1c([N+](=O)[O-])ncn1C
→ -3	16	-3	5	-8	/	/	2	/
[58] Clc1ccc(-n2nnc(-c3cccnc3Cl)n2)cc1Cl
→ 0	1	-3	-6	-5	6	-1	-2	3
[59] COc1ccccc1NC(=O)C(C)NS(=O)(=O)c1ccc(F)cc1 (centres undefined)
→ 3	-15	2	-5	1	2	10	2	6
[60] O=c1c2ccccc2nc(-c2ccco2)n1CCc1ccc(O)cc1
→ 5	0	-4	-4	-1	0	-1	-5	-4
[61] S=C(NCCc1c[nH]c2ccccc12)NC1CCCC1
→ 3	-1	-2	5	6	11	4	1	5
[62] O=C(c1nc(-c2ccccc2)n(-c2ccccc2)n1)N1CCN(S(=O)(=O)c2ccccc2)CC1
→ 1	5	-5	-1	3	8	5	3	5
[63] CCc1nn(CCCN2CCN(c3cccc(Cl)c3)CC2)c(=O)n1CCOc1ccccc1
→ 6&3	-1&2	0&-1	0&-5	0&0	0&9	3&4	-4&2	12&8
[64] O=C(CC1Nc2ccccc2NC1=O)Nc1ccc2c(c1)OCO2 (centres undefined)
→ 3	22	-3	-4	3	3	4	3	-5
[65] COc1ccc(N(Cc2cc(=O)[nH]c3ccccc23)C(=O)CCl)cc1
→ 1	79*	-4	6	-1	-3	2	-3	2

# Taken from above.
# O=C(CSc1n[nH]c(-c2ccccc2)n1)Nc1ccc(Br)cn1 in GSTO1 inh: -5
# COc1ccccc1NC(=O)C(C)NS(=O)(=O)c1ccc(F)cc1 (centres undefined) in PAFAH1B3 inh: 6
# CCOc1cc(Br)ccc1S(=O)(=O)NCc1ccccc1 in PME-1 primary: 5
